TcdB inh – blocks C. difficile toxin B glycohydrolase activity. P18177. TcdB glycohydrolase enzymatic assay, plate reader. inhibition, % at 9.99 µM. 0.24% of 350,000 active; in the data active = inhibition above about 10%
3CLpro inhibitor – SARS-CoV 3CLpro protease inhibition; P0C6X7; recombinant SARS-CoV 3CLpro, quenched FRET peptide cleavage; inhibition, % at 6 µM; 0.14% of 290,000 active; AID 1706; in the data active = inhibition above about 12%
CCHF vOTU inh – blocks the CCHF virus ovarian tumor domain protease; CCHFV vOTU protease, Pep-AMC fluorescence; inhibition, % at 11.5 µM; 0.55% of 370,000 active; AID 651958; in the data active = inhibition above about 30%; also: 0% = vehicle wells with enzyme and 100% = no enzyme wells
DUSP3 inh – DUSP3 (human) phosphatase inhibition | recombinant VHR phosphatase, pNPP absorbance | inhibition, % at 13.3 µM | P51452 | AID 1654 | 0.52% of 290,000 active; in the data active = inhibition above about 50%; also: some compounds called inactive have numbers as strong as hits
Target sequence (P51452 whole entry, looked up): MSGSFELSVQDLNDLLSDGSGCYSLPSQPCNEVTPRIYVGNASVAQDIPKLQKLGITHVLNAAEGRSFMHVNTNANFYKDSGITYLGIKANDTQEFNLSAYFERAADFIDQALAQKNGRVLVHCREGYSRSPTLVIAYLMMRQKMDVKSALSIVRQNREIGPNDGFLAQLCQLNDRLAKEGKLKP
BoNT-A LC inh2 – inhibitors of Botulinum neurotoxin A light chain protease; multiplex microsphere protease substrate cleavage, flow cytometry; inhibition, % at 10 µM; 0.17% of 360,000 active; AID 588499; also: plate controls were buffer without enzyme for full effect and enzyme alone for no effect
PriA SSB inh – inhibitors of Klebsiella pneumoniae PriA binding to SSB C-terminal tail; AlphaScreen SSBct-PriA binding, biotinylated peptide; 0.6% of 430,000 active; AID 1272365; inhibition, % at 33 µM; in the data active = inhibition mostly above about 37%, no sharp cut-off; inactive = mostly below about 20%;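 also: plate controls were negative control peptide for no effect and reference peptide for full effect; strong numbers were not always called active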
PfHsp40 rescue – compounds rescuing yeast from Plasmodium falciparum HSP40 toxicity; S. cerevisiae expressing PfHsp40, growth rescue, ATP luminescence; growth rescue, % at 12.5 µM; 0.68% of 340,000 active; in the data active = growth rescue above about 28%, passing the limit was not always enough; inconclusive = no clear call, values can overlap the other calls;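 also: yeast W303a lacking pdr1 and pdr3 grown in galactose medium; growth measured after three days at 30 °C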
Yp Topo-I inh – blocks Yersinia pestis topoisomerase I activity. Y. pestis Topo-I cleavage product accumulation, plate reader. activity, % at 10 µM. 0.064% of 360,000 active. AID 504884; in the data active = activity above about 50%, passing the limit was not always enough; inconclusive = no clear call, values can overlap the other calls; also: inactives centre near 2
Vc quorum ag – induces V. cholerae light production without autoinducers; 0.16% of 350,000 active; V. cholerae BH1578 lux reporter, luminescence, 6 h; activation, % at 18.7 µM; AID 588436; in the data active = activation mostly above about 9.7%, no sharp cut-off; inconclusive = no clear call, values can overlap the other calls; inactive = mostly below about 3.7%; also: not every result past the cut was called active; inactives centre near 0; reference of the scale not given here
Anthrax LF inh2 – inhibitors of Bacillus anthracis lethal factor protease. multiplex microsphere protease cleavage assay, LF. 0.12% of 360,000 active. AID 588501. inhibition, % at 10 µM. P15917; also: plate controls were buffer without enzyme for full effect and enzyme alone for no effect
Numbers without * were called inactive; i = inactive; u = inconclusive; x = not tested or not shown; & = joins results of further samples. Rule as the data show it, unless noted: active = inhibition above about 30%; inconclusive = no clear call, values can overlap the other calls; inactive = below that. Some of the compounds tested (hit frequency here may not be typical).

cpd	SMILES	DUSP3 inh	PriA SSB inh	3CLpro inhibitor	CCHF vOTU inh	PfHsp40 rescue	Vc quorum ag	TcdB inh	Yp Topo-I inh	Anthrax LF inh2	BoNT-A LC inh2
1	FC(F)(F)c1ccccc1CN1CCC(Cc2ccccc2)CC1	-6	-59	-4	-10	-1.1	-0.7	-0.5	6	-9	2.3
2	CCCN1CCN(c2nc3c([nH]2)c(=N)ncn3CC(O)CO)CC1 (stereo not given)	19	-9	-6	8	-1.5	i	x	8	-2	-0.9
3	C#CCSc1nc(N)c2c(n1)OC(N)=C(C#N)C2c1cccnc1 (stereo not given)	6	-4	3	5	-0.7	0.5	-0.5	1	0	0.0
4	C[C@H](NC(=O)c1nc[nH]c1C(=O)NCc1ccc(CNC(=O)OC(C)(C)C)cc1)C(=O)OCc1ccccc1	x	11	x	7	5.0	-0.5	x	30	-3	1.1
5	N/C(=N\OC(=O)/C=C/c1ccccc1Cl)c1cccnc1	0	x	5	12	x	-0.6	0.4	0	u	-0.6
6	Cc1nn(-c2ccccc2)c(N)c1N=Nc1ccc(Cl)cc1	0	71	5	5	u	-8.3	1.9	9	-4	-1.4
7	COc1ccc([C@H]2CC(=O)C=C(c3cc(Cl)ccc3C)C2)cc1	x	-8	x	1	9.0	-0.9	0.8	42	-8	-0.2
8	CN(C(=O)C1CCOC1)c1nnc(-c2ccccn2)s1 (stereo not given)	3	-8	-1	2	1.3	-0.7	-4.9	-10	-7	0.7
9	CCOC(=O)c1c(CN2CCCCC2)n(C)c2ccc(OC)c(S(=O)(=O)c3ccccc3)c12	-7	5	-5	6	-0.5	-0.4	x	14	-3	-0.4
10	CC(C)(C)Cc1nnc(NC(=O)c2ccco2)s1	15	-3	-6	7	-0.3	i	-1.6	6	-3	-3.7
11	CCCn1c(=N)c(S(=O)(=O)c2ccccc2)cc2c(=O)n3ccccc3nc21	27	-1	1	-21	-0.6	-0.3	0.3	-1	-10	1.3
12	COC(=O)CC1(C(=O)OC)Oc2ccc(Br)cc2C(=O)N1c1cccc(Cl)c1Cl (stereo not given)	18	-3	3	-7	-0.4	-0.6	1.6	-2	-2	0.5
13	CCOCCCNS(=O)(=O)c1ccc(NC(=O)C2CC(=O)N(c3ccc(C)cc3)C2)cc1 (stereo not given)	11	-5	1	-4	-0.2	-0.9	0.3	22	-6	0.7
14	CCOC(=O)c1cn(CC2CC2)c2cc(F)c(F)cc2c1=O	-12	-10	2	3	0.1	-0.4	1.2	9	-3	0.5
15	Clc1cccc(Cl)c1COc1ccccc1CNn1cnnc1	16	2	0	5	0.6	-0.1	0.9	-3	7	-0.2
16	Cc1cccc(Cc2ncc(C(F)(F)F)cc2Cl)c1	21	9	-5	-11	20	i	1.3	2	12	0.9
17	COc1ccc(NC(=O)c2cccc(NC(=O)C(C)C)c2)c([N+](=O)[O-])c1	22	-11	-6	12	1.2	i	x	-9	0	0.1
18	CCOC(=O)c1cnn(-c2ccc(F)cc2)c1N	3	-4	0	-13	3.0	-0.2	2.0	2	2	-0.7
19	CCCCN1C[C@H](c2ccccc2)[C@@H](CC(=O)NC)C1=O	x	x	x	0	x	i	1.9	0	-3	-0.1
20	O=C(Nc1cnn(C23CC4CC(CC(C4)C2)C3)c1)c1cc(-c2ccccc2)on1	17	-17	2	0	-0.6	i	x	-10	0	-1.4
21	CCC1=NN2C(=N)/C(=C\c3cccn3-c3cccc(Cl)c3)C(=O)N=C2S1	24	18	4	19	0.2	i	-0.9	22	2	-0.4
22	O=C(CN(c1ccccc1)S(=O)(=O)c1ccccc1)N/N=C/c1ccco1	30	x	0	13	1.8	-0.2	x	0	0	-0.1
23	O=[N+]([O-])c1ccccc1C1Nc2cccc3cccc(c23)N1	24	14	7	2	0.4	-0.2	x	-24	-4	-0.4
24	COc1cccc(CNc2nc3cc(-c4ccc(F)cc4)sc3c(=O)n2C)c1OC	x	x	x	8	x	i	0.0	21	0	0.8
25	COCCNC(=O)C(c1ccc(F)cc1)N(CC1CCCO1)C(=O)CCC(=O)Nc1ccccn1 (stereo not given)	10	-13	1	3	-0.7	-0.8	x	-4	0	-0.3
26	O=S(=O)(c1ccc(Cl)cc1)N1CCC(O)(c2cccnc2)CC1	33	-11	-7	2	0.2	-0.7	x	9	-11	-4.5
27	COc1ccc(C2CC(=O)c3sc(N)nc3C2)cc1 (stereo not given)	18	-11&-9	-1	9	2.9	i	x	-3	-4	0.6
28	CC1CCc2[nH]c3ccc(C(=O)O)cc3c2C1 (stereo not given)	16	-20	2	-11	2.8	i	0.3	2	-2	1.3
29	O=C(N1CCCC1)N1CCN(S(=O)(=O)c2ccccc2)CC1	20	-7	0	16	-0.2	-0.3	-4.9	6	10	-0.1
30	COC(=O)c1c(NC(=O)COC(=O)CCNS(=O)(=O)c2ccc(NC(C)=O)cc2)sc(C)c1C	x	2	x	-8	-0.8	-0.1	0.7	31	x	x

Structural class: those above containing a CF3 group (2)
cpd	SMILES	DUSP3 inh	PriA SSB inh	3CLpro inhibitor	CCHF vOTU inh	PfHsp40 rescue	Vc quorum ag	TcdB inh	Yp Topo-I inh	Anthrax LF inh2	BoNT-A LC inh2
1	FC(F)(F)c1ccccc1CN1CCC(Cc2ccccc2)CC1	-6	-59	-4	-10	-1.1	-0.7	-0.5	6	-9	2.3
16	Cc1cccc(Cc2ncc(C(F)(F)F)cc2Cl)c1	21	9	-5	-11	20	i	1.3	2	12	0.9

(cont.)
cpd	SMILES	DUSP3 inh	PriA SSB inh	3CLpro inhibitor	CCHF vOTU inh	PfHsp40 rescue	Vc quorum ag	TcdB inh	Yp Topo-I inh	Anthrax LF inh2	BoNT-A LC inh2
31	COc1ccc([C@H]2CC(=O)C=C(c3cc(F)ccc3OC)C2)cc1	x	-9	x	1	13	-6.7	-0.8	4	-5	-0.3
32	O=C(NCc1ccco1)C1Cc2ccccc2CN1C(=O)c1ccco1 (stereo not given)	14	-9	2	-3	-0.8	-0.2	-0.4	-3	-1	0.0
33	CC(C)(C)OC(=O)N1Cc2[nH]c3ccccc3c2C[C@@H]1C(=O)O	x	-1	x	-7	0.7	i	1.5	5	5	0.0
34	COCC1CCN(C(=O)CCc2nnc(C3(c4ccc(Cl)cc4)CCC3)o2)CC1	1	-7	5	19	-0.7	i	-0.9	26	0	-4.7
35	CCc1ccc2[nH]c(=O)c(CN(CCN(C)C)C(=S)NCc3ccco3)cc2c1	34	-9	4	5	-0.2	1.8	-1.2	17	-10	2.3
36	CCCCCC(=O)Nc1ccc2oc(-c3cncc(Br)c3)nc2c1	-4	-24	-8	-11	0.9	i	x	5	0	-0.5
37	C=CCn1c(COc2ccccc2)nnc1SCC(=O)C(C)(C)C	16	-12	-8	7	-0.2	i	x	1	-6	0.3
38	O=[N+]([O-])c1nn(-c2ccc3c(c2)OCCO3)n(O)c1=NC1CCCCC1	12	13	7	-5	4.2	i	x	8	5	-0.7
39	CC1=C(C(=O)Nc2ccc(C(=O)NCCCN3CCCCC3C)cc2)SCCO1 (stereo not given)	x	x	x	14	x	i	1.8	0	-1	-0.5
40	NC(N)=N/N=C/c1ccc(OS(=O)(=O)c2ccccc2)cc1	15	x	-1	11	0.5	0.6	1.2	2	1	0.8
41	Cc1ccc(CN2CCN(Cc3nc4ccccc4nc3C)CC2CCO)cc1 (stereo not given)	-8	-10	0	-7	0.2	-2.3	0.7	8	-4	1.1
42	COc1ccc(/C=N/NC(=O)c2cccc([N+](=O)[O-])c2)cc1OC(=O)c1ccc(C)cc1	21	x	2	-5	-0.5	-3.2	x	6	-2	-0.4
43	Clc1ccc(-c2nnc3sc(Cc4cccs4)nn23)cc1	15	-7	1	4	0.4	-11	x	34	0	0.1
44	O=C(O)CCCN1C(=O)c2ccc(C(=O)c3cccc([N+](=O)[O-])c3)cc2C1=O	2	2	4	16	-0.7	-0.2	1.1	6	-1	-0.4
45	Cc1ccc(NC(=O)CSc2nnnn2C)cc1S(=O)(=O)N1CCCCC1	x	x	x	0	x	i	0.8	6	3	-0.2
46	CC1(C(=O)NCc2ccccc2Br)CCN1Cc1ccccc1OC(F)F (stereo not given)	x	x	x	6	x	i	1.0	28	-2	-0.6
47	Cc1oc(-c2cccc(Cl)c2)nc1CS(=O)(=O)CC(=O)NC1CCCC1	5	-4	6	-11	-0.2	-0.4	-0.7	4	0	2.1
48	N#Cc1c(Cl)nc(Cl)c2c1CCN(Cc1ccccc1)C2	2	-12	-4	-84	-1.4	-0.2	x	3	2	6.5
49	COc1ccc(CNC(=O)C2(CC3CC(c4ccccc4)=NO3)CCN(C(=O)C3CCCC3)CC2)cc1 (stereo not given)	9	6	1	4	-1.0	-0.4	0.8	15	-2	0.2
50	CCOC(=O)C1=C(CC)NC2=C(C(=O)CCC2)C1c1ccc(OC)c(OC)c1 (stereo not given)	6	-14	3	5	-1.1	i	x	0	-2	0.0

Retrieved by compound from the list above:
cpd	SMILES	DUSP3 inh	PriA SSB inh	3CLpro inhibitor	CCHF vOTU inh	PfHsp40 rescue	Vc quorum ag	TcdB inh	Yp Topo-I inh	Anthrax LF inh2	BoNT-A LC inh2
33	CC(C)(C)OC(=O)N1Cc2[nH]c3ccccc3c2C[C@@H]1C(=O)O	x	-1	x	-7	0.7	i	1.5	5	5	0.0
31	COc1ccc([C@H]2CC(=O)C=C(c3cc(F)ccc3OC)C2)cc1	x	-9	x	1	13	-6.7	-0.8	4	-5	-0.3
45	Cc1ccc(NC(=O)CSc2nnnn2C)cc1S(=O)(=O)N1CCCCC1	x	x	x	0	x	i	0.8	6	3	-0.2

Screens deposited in PubChem BioAssay by several laboratories.
